H37Rv inhibition: M. tuberculosis growth inhibition, HTS (AID 449762); M. tuberculosis H37Rv growth inhibition, 7H9 media; higher % means a stronger effect; 330,000 tested, 0.59% active; inhibition, % at 25 µM; hits with a dose series show IC50 in µM; in the data active means a potency from the dose series; inconclusive means inhibition above about 70% without an active follow-up result;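 further: bacterial growth assessed after seven days of incubation; strong numbers were not always called active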
influenza NS1A: H1N1 influenza NS1A inhibitors, functional cell based assay (AID 504329) | NS1A functional cell-based assay, percent inhibition; higher % means a stronger effect | inhibition, % at 12.5 µM, or IC50 in µM where a hit was titrated | 340,000 tested, 0.3% active; in the data active means a potency from the dose series; inconclusive means inhibition above about 27% without an active follow-up result; further: strong numbers were not always called active
tuberculosis growth: growth inhibition of non-replicating M. tuberculosis (AID 488890) | Mycobacterium tuberculosis non-replicating, growth inhibition; higher % means a stronger effect | one-dose inhibition, % at 25 µM; IC50 in µM for titrated hits | 320,000 tested, 0.39% active; in the data active means a potency from the dose series; inconclusive means inhibition mostly from about 82% at the one dose, without a potency; inactive means the rest, 99 in 100 with inhibition below about 76%;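 further: plate controls were DMSO cells for no effect and high antibiotic wells for full effect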
PhoP GFP inhibition: PhoP regulon inhibitors, Salmonella typhi PhoP promoter GFP reporter, confirmatory (AID 1850); 310,000 tested, 0.33% active; Salmonella Typhi PhoP-promoter GFP reporter, fluorescence, 4 h; higher % means a stronger effect; inhibition, % at 50 µM; hits with a dose series show IC50 in µM; in the data active means a potency from the dose series; inconclusive means inhibition mostly from about 25% at the one dose, without a potency; inactive means the rest, 99 in 100 with inhibition below about 19%;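 further: 0% = induced wells with vehicle and 100% = uninduced wells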
VEEV TC-83 Vero: inhibitors of VEEV TC-83 cytopathic effect, confirmation, Vero cells (AID 588727); inhibition, % at 20 µM, or IC50 in µM where a hit was titrated; 350,000 tested, 0.13% active; Vero cells, VEEV TC-83 cytopathic effect inhibition; higher % means a stronger effect; in the data active means a potency from the dose series; inconclusive means inhibition mostly from about 14% at the one dose, without a potency; inactive means the rest, 99 in 100 with inhibition below about 12%; further: strong numbers were not always called active
VEEV TC-83 Vero 10K pilot screen: recorded beside VEEV TC-83 Vero, whose call it bears; inhibition, %; measured here: 10K pilot screen inhibition
An asterisk follows results filed as active; i = inactive; ? = inconclusive; . = no result given. An unsorted share of the library; any-hit rate near 1.4%.

SMILES | H37Rv inhibition | influenza NS1A | tuberculosis growth | PhoP GFP inhibition | VEEV TC-83 Vero | others
N=c1c(C(=O)NC2CCCCC2)cc2c(=O)n3ccccc3nc2n1Cc1ccco1 | 12% | 1% | 22% | 8% | 1.5%
COc1nccc(C(F)(F)F)c1C(=O)Nc1ccc(Cl)cc1 | -7% | -1% | -12% | 5% | i
COc1ccc(OCc2n(CC(=O)OC3CC(C)CCC3C(C)C)c3ccccc3[n+]2C)cc1 (stereo not drawn) | ? | 4% | ? | 49µM* | ?
O=S1(=O)N=C(Oc2ccccc2)c2ccccc21 | -6% | -7% | -4% | 8% | i
CC(NC(=O)/C(C#N)=C/c1cn(-c2ccccc2)nc1-c1ccc(F)cc1)c1ccccc1 (stereo not drawn) | 5% | -4% | 17% | 1% | i
CN(C)c1ccc(P(=O)(OCc2ccccc2)C(O)c2ccncc2)cc1 (stereo not drawn) | 8% | 0% | -12% | 3% | i
CCCC(=O)Nc1c2c(nc3ccccc13)N(c1ccccc1)CC2 | 2% | 1% | 14% | 1% | 3.7%
Cc1ccc(/C=C2/C(=O)NC(=O)N(CCc3ccc(F)cc3)C2=O)o1 | 2% | -2% | 6% | -1% | 5.6%
O=C(Nc1ccccc1O)c1cccc(S(=O)(=O)N2CCOCC2)c1 | 0% | -18% | 10% | -12% | 2.3%
Nc1nc(SCC(=O)N2CCCc3ccccc32)n[nH]1 | 6% | -1% | . | . | 1.2%
O=C(NC1CCCC1)C(=O)N(Cc1cccnc1)C(C(=O)NC1CCCC1)c1ccco1 (stereo not drawn) | -4% | -6% | 13% | -11% | 1.7%
O=C(Cn1nnc2ccccc2c1=O)N[C@@H](Cc1ccccc1)C(=O)O | -1% | 12% | -2% | 4% | 0.6%
COc1cccc(N/C(SCc2cccc([N+](=O)[O-])c2)=C(/C#N)C(N)=O)c1 | -5% | -3% | 27% | -2% | 0.6%
COc1cc(/C=N\NC(=O)c2cccnc2)ccc1OC(=O)c1ccccc1Cl | 5% | -10% | -3% | -9% | 3.5%
Cc1ccc(NC(c2ccccc2)c2nc3ccccc3[nH]c2=O)cc1 (stereo not drawn) | -9% | 4% | -3% | -6% | 7.3%
COc1ccc(CCNC(=O)C23CCC(C)(C(=O)C2=O)C3(C)C)cc1OC (stereo not drawn) | 3% | -3% | -7% | -5% | 3.5%
CCCNC(=O)CC(NS(=O)(=O)c1ccc(NC(C)=O)cc1)C(C)C (stereo not drawn) | -4% | 3% | 7% | 6% | 1.6%
Cc1ccc(-n2nc(C)c3c2OC(N)=C(C#N)C3c2cccs2)cc1 (stereo not drawn) | 1% | 1% | 45% | 11% | 1.3% | VEEV TC-83 Vero 10K pilot screen=0.4
Cn1cc(/C=N/n2cnc3sc4c(c3c2=O)CCCC4)c2ccccc21 | -6% | -3% | 12% | -11% | 8.9%
O=C1OC(c2ccc(Cl)cc2)=N/C1=C\N1CC2CC(C1)c1cccc(=O)n1C2 (stereo not drawn) | 6% | -6% | 4% | -24% | 0.7%
Clc1cccc(CN2CCCCCC2)c1 | -20% | -6% | -4% | -6% | 1.5%
COc1ccccc1N1CCN(/N=C/c2cccc(OC)c2O)CC1 | 6% | 15% | -11% | -3% | 7.0%
CCCCCOC(=O)C1C2C=CC3(CN(c4ccccc4C)C(=O)C13)O2 (stereo not drawn) | -4% | 1% | -5% | -9% | 2.5% | VEEV TC-83 Vero 10K pilot screen=0.4
CCOc1ccc(OCCn2ccnc2)cc1 | -10% | 10% | 8% | -9% | 1.6%
Cc1cc(S(=O)(=O)NC2CCCCC2)ccc1-n1cnnn1 | -1% | 8% | -6% | 5% | 0.1%

(next part)
SMILES | H37Rv inhibition | influenza NS1A | tuberculosis growth | PhoP GFP inhibition | VEEV TC-83 Vero | others
Cc1cc(=O)[nH]c(N/N=C/C(C)c2ccccc2)n1 (stereo not drawn) | 6% | 1% | 6% | 6% | 0.4%
Cc1c(-c2ccccc2)c(-c2ccc(OCCN(C)C)cc2)n2ccccc12 | . | 15% | . | . | 7.8%
COc1ccc(C2SCC(=O)N2Cc2ccccc2)cc1 (stereo not drawn) | 18% | -4% | 55% | -2% | 1.9%
Cc1cc(C)nc(NNS(=O)(=O)c2c(C)cc(C(C)(C)C)cc2C)n1 | . | -3% | . | . | 4.4%
COc1ccc(/C=N/NC(=O)c2cccc(S(=O)(=O)N3CCCC3)c2)cc1O | -7% | 11% | 19% | . | 0.7%
COc1cc(OC)c(OC)cc1CN(C)C(c1ccccc1)c1nnnn1-c1ccccc1C (stereo not drawn) | 15% | -1% | 3% | 1% | i
O=C(CCc1nnc(CCCCc2ccccc2)o1)NCCn1cccn1 | -3% | 7% | 46% | -7% | i
CCNc1nc(=S)nc(NC(C)C)[nH]1 | 0% | 2% | -23% | -17% | 3.4%
O=S(=O)(N/N=C\C=C\c1ccccc1)c1ccccc1 | 13% | 1% | 14% | -10% | 1.1%
CC(=O)c1cccc(NC(=O)COc2ccc(S(=O)(=O)N3CCCCC3)cc2)c1 | 4% | 0% | 31% | 3% | 1.5%
CC(=O)c1cccc(-c2csc(N3CCC(C(N)=O)CC3)n2)c1 | 0% | -12% | 0% | . | 1.4%
c1ccc(CCn2c3ccccc3c3nnc(SCc4ccc5nonc5c4)nc32)cc1 | 1% | -1% | 4% | -4% | ?
O=C(CCC(=O)Nc1ccccc1Cl)N/N=C1\CCCc2ccccc21 | -6% | 0% | 0% | -11% | 0.7%
O=[N+]([O-])c1cccc(S(=O)(=O)N/N=C/c2ccc(O)cc2)c1 | -11% | -3% | 11% | -2% | 0.3%
CCN1CCN(C(c2cccs2)C(C)NC(=O)c2ccccc2F)CC1 (stereo not drawn) | 3% | -3% | 12% | -4% | 3.0%
COC(=O)[C@@H]1[C@@H](C)N(Cc2ccccc2)C(=O)N[C@H]1c1ccccc1 | 1% | -5% | 3% | 4% | i
Clc1cccc(-c2nc3nc4ccccc4nc3n2Cc2ccco2)c1 | -4% | 10% | -18% | 3% | 8.7%
CCCN(CC(=O)Nc1ccccc1C)C(=O)c1ccc(OCC(=O)N2CCOCC2)c(OCC)c1 | . | -5% | . | . | 0.3%
CN(CCc1ccccn1)C(=O)CCC1CCCN(C(=O)c2n[nH]c3c2CCCC3)C1 (stereo not drawn) | -13% | -5% | 0% | -1% | i
COc1ccc(-n2nnnc2SCc2nc(N)nc(N3CCOCC3)n2)cc1 | -9% | -3% | -7% | -31% | 0.9%
CCCCn1cnc2c(sc3nc4c(cc32)CSC(C)(C)C4)c1=O | -6% | 22% | -13% | -2% | 1.0%
O=C1C(=O)N(c2ccccc2)C(c2ccccc2)C1c1ccccc1 (stereo not drawn) | . | 1% | . | . | 6.2%
Cc1ccc(S(=O)(=O)N(C)C)cc1NC(=O)C(C)OC(=O)/C=C/c1cccs1 (stereo not drawn) | -7% | -3% | -6% | -12% | 0.1%
Cc1cccc(-c2nc(Nc3ccc(N4CCOCC4)cc3)c3ccccc3n2)c1 | 1% | 4% | 68% | -6% | 8.8%
COc1ccc(CCN2CC(O)=C(c3nc4ccccc4c(=O)[nH]3)C2=N)cc1OC | -10% | -1% | -5% | -5% | 2.0%

Structural class, those above containing a Cl atom.
SMILES | H37Rv inhibition | influenza NS1A | tuberculosis growth | PhoP GFP inhibition | VEEV TC-83 Vero | others
COc1nccc(C(F)(F)F)c1C(=O)Nc1ccc(Cl)cc1 | -7% | -1% | -12% | 5% | i
COc1cc(/C=N\NC(=O)c2cccnc2)ccc1OC(=O)c1ccccc1Cl | 5% | -10% | -3% | -9% | 3.5%
O=C1OC(c2ccc(Cl)cc2)=N/C1=C\N1CC2CC(C1)c1cccc(=O)n1C2 (stereo not drawn) | 6% | -6% | 4% | -24% | 0.7%
Clc1cccc(CN2CCCCCC2)c1 | -20% | -6% | -4% | -6% | 1.5%
O=C(CCC(=O)Nc1ccccc1Cl)N/N=C1\CCCc2ccccc21 | -6% | 0% | 0% | -11% | 0.7%
Clc1cccc(-c2nc3nc4ccccc4nc3n2Cc2ccco2)c1 | -4% | 10% | -18% | 3% | 8.7%

Going on with the list:
SMILES | H37Rv inhibition | influenza NS1A | tuberculosis growth | PhoP GFP inhibition | VEEV TC-83 Vero | others
CN1CCN(S(=O)(=O)c2ccc(N(C)Cc3cccc(F)c3)nc2)CC1 | -9% | 2% | 12% | . | 0.8%
COc1ccc(C(=O)N/N=C/c2ccc(OC(=O)c3cccc4ccccc34)c([N+](=O)[O-])c2)cc1 | 4% | -4% | 8% | -4% | 1.2%
COc1ccc2c(c1)CCC1C2=NN(/C(C)=C\C(C)=O)C1c1ccc(F)cc1 (stereo not drawn) | 19% | -6% | 6% | -10% | 5.3%
CCS(=O)(=O)N1CCCC(C(=O)NCCCN2CCCC2=O)C1 (stereo not drawn) | -9% | 13% | -3% | -1% | 0.5% | VEEV TC-83 Vero 10K pilot screen=3.9
O=C(CN1CCN(C(=O)c2cccc(S(=O)(=O)N3CCCC3)c2)CC1)Nc1cccc(F)c1 | . | -6% | . | . | 2.1%
COc1ccc(CCNC(=O)C2CCN(S(=O)(=O)c3ccc(OC)c(OC)c3)CC2)cc1 | -1% | -22% | 12% | -7% | i
Cc1cc(C)n(-c2nc(SCC(=O)O)c3c4c(sc3n2)COC(C)(C)C4)n1 | ? | -12% | 79% | -3% | 4.4%
N#Cc1sc2nc3c(c(-c4cccnc4)c2c1N)CCC3 | 29% | -14% | 7% | -7% | i
Cc1ccc(S(=O)(=O)/N=C(/Nc2ccc([N+](=O)[O-])cc2[N+](=O)[O-])c2ccccc2)cc1 | 5% | 2% | 52% | . | 2.6%
COc1ccc(-c2cc(C(=O)Nc3ccc(C)c(N)c3)c3ccccc3n2)cc1 | 58% | 10% | 26% | 1% | 8.7%
CCOC(=O)C(Cc1ccccc1)c1ccnc2ncnn12 (stereo not drawn) | 2% | -9% | 0% | 8% | 0.7%
N#Cc1c(/N=C/N2CCCC2)oc(-c2ccccc2)c1-c1ccccc1 | 18% | 13% | 5% | -4% | 3.2%
CCCC(=O)Nc1nc2ccc(NC(=O)c3c(F)c(F)c(OC)c(F)c3F)cc2s1 | 9% | -4% | 9% | 8% | 7.1%
Cc1cc(Cn2nc(C(=O)NCC3CC3)cc2-c2ccccc2)on1 | -4% | 11% | -27% | 5% | 2.1%
COC(=O)CCC(=O)Nc1cccc(Br)c1 | -8% | 1% | -14% | 11% | i
O=C(CCSc1ccc(Cl)cc1)N1CCN(S(=O)(=O)c2ccccc2)CC1 | 2% | -3% | 50% | . | 7.2%
CC1(C)CC(=O)C(Sc2ccccc2[N+](=O)[O-])=C(O)C1 | 5% | -3% | 2% | -4% | 0.8%
Cc1c(C(=O)N2CCC3(CC2)CC(=O)c2ccccc2O3)cccc1[N+](=O)[O-] | -3% | 5% | 25% | 3% | 0.7%
Cn1c(C(=O)NCC2CCCO2)cc2c(=O)n(C)c3ccccc3c21 (stereo not drawn) | -15% | 0% | 10% | 11% | 8.0%
Nc1nc(C23CC4CC(CC(Cl)(C4)C2)C3)cs1 | 1% | 4% | -6% | 3% | 1.1%
Fc1cccc(-c2cc3nc4c(c(NCc5ccco5)n3n2)CCCC4)c1 | ? | 4% | 47% | -4% | 4.7%
CC(NS(=O)(=O)c1ccc(NC(=O)N2CCCCC2)cc1)c1ccccc1 (stereo not drawn) | -10% | -8% | -12% | -3% | 2.3%
COC(=O)CN1C(=S)N(Cc2ccccc2)C(=O)C1CC(=O)Nc1ccc(Br)cc1 (stereo not drawn) | 18% | -14% | 22% | 4% | 7.2%
CC(C)(C)c1cc2ncnc(N3CCCCC3)c2s1 | ? | -3% | 46% | 4% | 3.4%
COc1ccc(N2C(=O)c3ccccc3NC2c2cccnc2)cc1 (stereo not drawn) | -8% | -15% | -11% | -5% | 1.1%
O=C(CSc1nc(=O)n2cc(Cl)ccc2n1)Nc1cccc2ccccc12 | . | 3% | . | . | 8.2%
O=C(N/N=C\c1cc(Br)ccc1O)c1ccc(S(=O)(=O)N2CCCCC2)cc1 | 3% | -6% | 38% | -5% | 12%
Cc1nc2ccccc2c(=O)n1NC(=O)Cc1ccc([N+](=O)[O-])cc1 | -4% | 5% | -6% | 12% | 1.6%
O=C(COC(=O)CSc1ccc(F)cc1)NNC(=O)c1ccc([N+](=O)[O-])cc1 | 44% | -9% | -31% | 5% | 5.5%
CCOc1ccc(NC(=O)NC(=O)N(C)S(=O)(=O)c2ccc(C)cc2)cc1 | 13% | -4% | 9% | -6% | 0.5% | VEEV TC-83 Vero 10K pilot screen=1.0

Screens: PubChem BioAssay, Southern Research Specialized Biocontainment Screening Center
